BoNT A protease: BoNT A light chain protease inhibition. hit rate 0.17% among 360,000. multiplex microsphere protease substrate cleavage, flow cytometry. inhibition, % at 10 µM; also: plate controls were buffer without enzyme for full effect and enzyme alone for no effect
FadD28 FP inh: inhibitors of Mycobacterium tuberculosis FadD28 bisubstrate binding | hit rate 0.22% among 360,000 | FadD28 bisubstrate probe binding, fluorescence polarization | inhibition, % at 12.5 µM | AID 588549; in the data active = inhibition above about 8.5%, passing the limit was not always enough; inconclusive = no clear call, values can overlap the other calls
BioA inh: inhibitors of Mycobacterium tuberculosis BioA enzyme. purified M. tuberculosis BioA enzyme, plate reader. AID 602481. hit rate 0.096% among 360,000. inhibition, % at 9.99 µM; in the data active = inhibition above about 40%; inconclusive = no clear call, values can overlap the other calls
PfHsp40 rescue: restores yeast growth despite PfHsp40 toxicity | hit rate 0.68% among 340,000 | growth rescue, % at 12.5 µM | S. cerevisiae expressing PfHsp40, growth rescue, ATP luminescence | AID 504582; in the data active = growth rescue above about 28%, passing the limit was not always enough; inconclusive = no clear call, values can overlap the other calls;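 also: yeast W303a lacking pdr1 and pdr3 grown in galactose medium; growth measured after three days at 30 °C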
Mtb FBA inh: inhibits M. tuberculosis FBA enzyme | P9WQA3 | purified M. tuberculosis FBA, fluorescence read-out | inhibition, % at 1 µM | hit rate 2.3% among 360,000 | AID 588726; in the data active = inhibition above about 27%;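 also: 0% = vehicle and 100% = reference inhibitor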
BoNT F protease: inhibitors of Botulinum neurotoxin F light chain protease. AID 588497. Multiplex microsphere protease cleavage assay, flow cytometry. inhibition, % at 10 µM. hit rate 0.22% among 360,000; in the data active = inhibition above about 35%, passing the limit was not always enough; inconclusive = no clear call, values can overlap the other calls; also: plate controls were buffer without enzyme for full effect and enzyme alone for no effect
Mtb UGM inh: blocks M. tuberculosis UGM enzyme; inhibition, % at 10 µM; P9WIQ1; purified UGM, fluorescence polarization probe displacement; hit rate 0.06% among 320,000; AID 504406; in the data active = inhibition above about 10%, passing the limit was not always enough; inconclusive = no clear call, values can overlap the other calls
GDH-TPI inh: GDH-TPI coupled enzyme inhibition counter-screen; GDH-TPI coupled enzyme counterscreen, NADH absorbance; inhibition, % at 4.8 µM; hit rate 1.2% among 360,000; in the data active = inhibition above about 30%;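 also: 0% = DMSO wells and 100% = wells lacking the enzyme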
Anthrax LF prot: inhibitors of Bacillus anthracis lethal factor protease; P15917; inhibition, % at 10 µM; multiplex microsphere protease cleavage assay, LF; hit rate 0.12% among 360,000; also: plate controls were buffer without enzyme for full effect and enzyme alone for no effect
Target sequence (P15917 whole entry, looked up): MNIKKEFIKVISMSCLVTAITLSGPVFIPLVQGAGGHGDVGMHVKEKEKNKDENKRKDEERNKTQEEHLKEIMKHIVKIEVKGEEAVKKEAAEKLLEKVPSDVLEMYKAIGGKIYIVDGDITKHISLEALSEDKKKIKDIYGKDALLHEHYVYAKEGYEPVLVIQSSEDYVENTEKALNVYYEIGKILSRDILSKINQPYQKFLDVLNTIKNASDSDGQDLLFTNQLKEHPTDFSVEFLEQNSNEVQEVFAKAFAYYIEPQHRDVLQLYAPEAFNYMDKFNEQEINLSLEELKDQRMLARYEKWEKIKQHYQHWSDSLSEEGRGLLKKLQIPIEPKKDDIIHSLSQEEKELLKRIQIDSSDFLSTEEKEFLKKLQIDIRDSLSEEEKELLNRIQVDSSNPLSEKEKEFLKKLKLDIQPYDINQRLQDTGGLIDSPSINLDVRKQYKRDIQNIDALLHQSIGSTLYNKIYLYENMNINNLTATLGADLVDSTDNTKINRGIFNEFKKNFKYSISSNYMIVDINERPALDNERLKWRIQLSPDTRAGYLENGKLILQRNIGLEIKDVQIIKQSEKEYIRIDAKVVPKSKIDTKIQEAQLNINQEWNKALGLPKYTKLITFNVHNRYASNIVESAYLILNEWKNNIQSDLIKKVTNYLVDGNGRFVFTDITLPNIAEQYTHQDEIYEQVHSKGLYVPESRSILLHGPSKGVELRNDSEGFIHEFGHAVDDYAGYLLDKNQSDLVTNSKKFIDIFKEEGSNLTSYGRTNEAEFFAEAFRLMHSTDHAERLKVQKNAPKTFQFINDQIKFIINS
* hit, by the source's call; u = inconclusive; x = no result given; & = joins results of further samples. Rule as the data show it, unless noted: active = inhibition above about 30%; inconclusive = no clear call, values can overlap the other calls; inactive = below that.

Abbreviations: A = BoNT A protease; B = FadD28 FP inh; C = BioA inh; D = PfHsp40 rescue; E = Mtb FBA inh; F = BoNT F protease; G = Mtb UGM inh; H = GDH-TPI inh; I = Anthrax LF prot
COCCNC(=O)C1(C)CCCN(CCS(=O)(=O)c2ccc(C)cc2)C1 (stereo unspecified)
  A: -0.9	B: -2.4	C: -0.4	D: x	E: -1	F: -6	G: x	H: 1	I: -7

CC(C)(C)NC(=O)CN(C(=O)CCC(=O)Nc1nccs1)c1ccc2c(c1)OCCO2
  A: 1.4	B: -1.0	C: -5.3	D: -1.5	E: -3	F: -2	G: 3.1	H: 6	I: -1

COc1ccc(-n2c(=S)[nH]c3ncccc3c2=O)cc1
  A: -1.0	B: -1.4	C: x	D: -0.2	E: 3	F: 1	G: -2.1	H: 10	I: -4

O=C(CN1C(=O)/C(=C/c2cccc(Br)c2)SC1=S)NC1=NCCS1
  A: 0.3	B: 1.2	C: x	D: -2.4	E: 1	F: 0	G: 0.7	H: 12	I: 0

CCNC(=O)Nc1ccc(-n2nc(C)c(C(=O)OCC)c2C)nc1
  A: -2.3	B: -0.7	C: x	D: -0.5	E: 1	F: -17	G: -1.7	H: 10	I: -10

CCOC(=O)c1c(C)[nH]c(C)c1S(=O)(=O)N(C)CC(=O)N1CCN(c2ccc(OC)cc2)CC1
  A: 0.2	B: 0.8	C: 0.0	D: 1.1	E: -1	F: 2	G: 2.9	H: 3	I: -3

COc1ccc(S(=O)(=O)NCCCN2CCOCC2)c2ccccc12
  A: -0.7	B: -2.2	C: -0.8	D: 2.5	E: 4	F: -9	G: 5.2	H: -5	I: 0

COc1ccc(CCN2CC(C(=O)Nc3ccc(S(C)(=O)=O)cc3)CC2=O)cc1OC (stereo unspecified)
  A: 1.0	B: -1.5	C: -1.3	D: 0.2	E: 2	F: 22	G: -0.7	H: 6	I: 5

Cc1cc2cc(CNC(=O)c3ccc(S(=O)(=O)N4CCCCC4)cc3)ccc2[nH]1
  A: 44*	B: -4.0	C: -0.2	D: 1.1	E: -4	F: -87	G: -0.4	H: 9	I: -64

CN(Cc1ccccc1)C(=O)c1cccc(C(=O)N(C)Cc2ccccc2)c1
  A: -7.5	B: -3.2	C: x	D: 0.6	E: -1	F: u	G: 0.6	H: 1	I: -19

Cc1cc(C)n(CC(=O)NCc2ccccc2)c(=O)c1C#N
  A: x	B: -1.1	C: -0.1	D: -0.2	E: 1	F: x	G: 0.1	H: 16	I: x

CC(CN1CCCCC1)OC(=O)c1ccc(Cl)cc1Cl (stereo unspecified)
  A: -0.5	B: -0.2	C: 0.3	D: -1.5	E: 1	F: -6	G: -0.8	H: 6	I: 0

CC(Oc1ccccc1)C(=O)N1CCN=C1SCc1cccc(F)c1 (stereo unspecified)
  A: -1.2	B: -1.6	C: 1.2	D: -2.0	E: -2	F: -4	G: 1.0	H: -2	I: 0

CCOC(=O)C1CCN(C(=O)c2c(-c3ccccc3)noc2C)CC1
  A: 1.0	B: -0.8	C: x	D: -1.3	E: 2	F: 6	G: 0.1	H: 5	I: 0

COc1cccc(C(CNC(=O)C(c2ccccc2)c2ccccc2)N(C)C)c1 (stereo unspecified)
  A: -2.0	B: 0.1	C: -0.9	D: 0.6	E: -1	F: 0	G: -1.2	H: -6	I: 15

CNc1ncnc2c1ncn2[C@H]1CN(CCN2CCOCC2)C[C@@H](CO)O1
  A: -0.4	B: 1.6	C: -1.3	D: x	E: -2	F: -7	G: x	H: 4	I: 4

Cc1cccnc1NC(=O)Cn1nc([N+](=O)[O-])cc1C
  A: -1.9	B: -2.5	C: 0.9	D: -1.2	E: 2	F: -15	G: 4.8	H: 5	I: -4

Cc1cccc(N2C(=O)C(Oc3ccc(Cl)cc3Cl)C2C(=O)O)c1C (stereo unspecified)
  A: -0.4	B: -1.4	C: -1.5	D: -0.2	E: 1	F: -2	G: 0.2	H: 2	I: -1

CC(C)C(OC(=O)c1cccs1)C(=O)NCc1ccccc1 (stereo unspecified)
  A: -0.9	B: 0.3	C: x	D: 0.3	E: 4	F: -6	G: 0.6	H: -1	I: -10

CC(=O)Nc1ccc(S(=O)(=O)NCC(=O)NNC(=O)COc2c(C)cccc2C)cc1
  A: -0.7	B: -2.6	C: 0.8	D: 0.1	E: 0	F: -12	G: 2.4	H: -4	I: -6

O=C(N1CCOCC1)N(Cc1cccs1)C1CCCC1
  A: 0.5	B: 0.2	C: -1.8	D: -1.2	E: 2	F: 10	G: 2.1	H: 12	I: -5

O=C(N/C(=C\c1ccc([N+](=O)[O-])cc1)C(=O)N1CCOCC1)c1cccc(Br)c1
  A: 2.8	B: -0.7	C: 1.9	D: 1.6	E: -1	F: -1	G: 0.3	H: 29	I: -1

CCCCN(C(=O)c1ccc(-c2ccc([N+](=O)[O-])cc2)o1)c1c(N)n(CCCC)c(=O)[nH]c1=O
  A: -1.7	B: -1.9	C: 0.0	D: -1.8	E: -2	F: -6	G: 3.9	H: 3	I: -3

O=C(O)c1cccc2c1C(=O)c1ccc(-c3ccc(F)cc3F)cc1S2(=O)=O
  A: -0.3	B: -0.5	C: 1.5	D: 0.9	E: 2	F: -5	G: 0.7	H: 25	I: -5

COc1ccc(S(=O)(=O)N(C)C[C@@H]2OCCCC[C@H](C)Oc3ccc(NC(=O)Nc4ccc(C(F)(F)F)cc4)cc3C(=O)N([C@H](C)CO)C[C@H]2C)cc1
  A: 0.0	B: -3.4	C: -0.4&-0.5	D: x	E: 2	F: -5	G: x	H: 20	I: 2

O=C(NN1C(=O)c2ccccc2C1=O)c1ccc2c(c1)C(=O)N(CC1CCCO1)C2=O (stereo unspecified)
  A: -1.0	B: 0.7	C: -2.8	D: 1.9	E: -2	F: -1	G: -3.9	H: 0	I: 2

CCOc1cccc(-c2cc(-c3n[nH]c(=S)n3CC)c3ccccc3n2)c1
  A: 1.4	B: -2.9	C: 2.2	D: 13	E: 0	F: -2	G: -1.6	H: 21	I: -1

O=C(NCc1cccc(C(F)(F)F)c1)C1CCN(c2ncccn2)CC1
  A: 0.8	B: -2.0	C: -2.1	D: 0.5	E: 6	F: 2	G: -2.1	H: 8	I: 1

CC(Sc1nc2c(c(=O)[nH]1)CCCC2)C(=O)Nc1ccc(Br)cn1 (stereo unspecified)
  A: -0.1	B: -0.3	C: -9.0	D: -1.2	E: -4	F: -1	G: -1.8	H: 3	I: -3

COC(=O)N1C(=O)[C@@](c2ccc(OC)cc2)(C(C)C)N1C(=O)OC
  A: 0.6	B: -2.2	C: -0.9	D: 7.0	E: 0	F: -3	G: -0.5	H: 7	I: -4

Cc1ccc(-c2c3c(=O)n(C)c(=O)n(C)c3cn2-n2cnnc2)cc1
  A: -0.1	B: 0.0	C: x	D: 0.0	E: 0	F: -2	G: -0.5	H: 10	I: -4

C/C(Cl)=C/Cn1c(SCc2ccc(Cl)cc2)nc2c1c(=O)[nH]c(=O)n2C
  A: 0.2	B: -1.5	C: -0.7	D: 1.1	E: 4	F: -4	G: x	H: 7	I: -2

Cc1cccc(-n2c(=O)c3c(C)c(C)sc3n(CC(N)=O)c2=O)c1
  A: -0.7	B: -2.4	C: x	D: 1.7	E: 1	F: -8	G: -1.5	H: -5	I: -8

Cc1ccc(NC(=S)Nc2ccc3[nH]c(=O)[nH]c3c2)cc1C
  A: -1.2	B: -0.4	C: 0.9	D: -1.7	E: 1	F: -9	G: -0.5	H: 21	I: -1

CCN(CC)Cc1cc(C(C)=O)ccc1O
  A: 0.2	B: -1.4	C: -1.6	D: -0.1	E: 0	F: -5	G: 1.4	H: 3	I: -1

Cc1cc(C)cc(-c2nnc(SCC(=O)c3ccc4c(c3)OCCO4)o2)c1
  A: -1.4	B: -0.4	C: -0.2	D: 0.8	E: -1	F: -7	G: -0.7	H: 13	I: -2

N#Cc1c(-c2ccc(F)cc2)nc2n(c1=O)CCS2
  A: 2.1	B: -0.8	C: 1.7	D: 1.7	E: -1	F: 4	G: -1.9	H: 7	I: -9

Brc1cccc(-c2nnc3sc(CN4CCC5(CC4)OCCO5)cn23)c1
  A: -3.5	B: -1.7	C: x	D: -1.1	E: -4	F: -3	G: -1.0	H: -10	I: -6

Cc1ccc(C)c(SCC(=O)Nc2ccc(C)c(S(=O)(=O)N3CCOCC3)c2)c1
  A: -0.5	B: -0.1	C: 0.4	D: 0.5	E: 0	F: -4	G: 0.4	H: 9	I: -9

Cc1ccc([C@@H]2[C@@H]3C(=O)N(c4ccccc4)C(=O)[C@@H]3[C@]3(C)C(=O)N(Cc4ccc(-c5ccccc5)cc4)CC(=O)N23)o1
  A: 0.0	B: -3.1	C: -0.2	D: -0.6	E: -1	F: -5	G: 2.5	H: 5	I: -6

O=C(COC(=O)c1nc(Cl)ccc1Cl)NCc1ccc(Cl)cc1
  A: 1.8	B: -2.2	C: 0.5	D: -0.8	E: 2	F: 4	G: 4.5	H: 3	I: -1

Cc1ccc(-c2nn(C)c(=O)c3ccccc23)cc1CN1CCCCC1
  A: u	B: -3.6	C: x	D: 0.7	E: 1	F: u	G: 0.5	H: -9	I: 15

CCOC(=O)c1ccc(Cn2c(-c3ccccc3)nnc2-c2ccccc2)o1
  A: -0.1	B: -4.8	C: 0.6	D: 1.3	E: 1	F: -4	G: -0.6	H: 4	I: -1

COc1cccc(NC(=O)CN(C)S(=O)(=O)c2ccc3c(c2)NC(=O)CS3)c1
  A: 0.3	B: -1.3	C: 6.1	D: -0.3	E: -1	F: -5	G: 0.6	H: 3	I: 0

O=C(O)c1cc(N/N=C/c2ccncc2)ccc1Cl
  A: -1.5	B: -1.6	C: -1.4	D: -1.8	E: 0	F: -4	G: 0.6	H: 29	I: -5

CC(CCc1ccccc1)NC(=O)c1cccc([N+](=O)[O-])c1 (stereo unspecified)
  A: 0.1	B: -2.9	C: x	D: 1.4	E: 1	F: -4	G: 0.5	H: 2	I: 0

Cc1ccc(-c2noc(CCCC(=O)NCC3CCCO3)n2)cc1 (stereo unspecified)
  A: 2.2	B: -3.8	C: -1.9	D: 1.2	E: -5	F: 8	G: -0.3	H: -9	I: 2

CCOc1cc(/C=N/Nc2ncnc(Cl)c2N)ccc1O
  A: -0.6	B: 0.6	C: 19	D: 0.1	E: -3	F: -12	G: -0.2	H: 33*	I: 0

COc1cc(OC)c(N2CC(C(=O)Nc3cccc(C(=O)NC4CC4)c3)CC2=O)cc1Cl (stereo unspecified)
  A: -2.7	B: -2.6	C: -3.0	D: 0.4	E: 4	F: -2	G: x	H: 3	I: 1

O=C(NCc1ccc2c(c1)OCO2)c1ccc(Cl)c(S(=O)(=O)N2CCOCC2)c1
  A: 0.7	B: -3.1	C: 2.4	D: 0.2	E: -1	F: -2	G: 1.1	H: 1	I: 0

CCOc1ccccc1N(CC(=O)N1CCCCCC1)S(C)(=O)=O
  A: -0.4	B: 0.6	C: 0.9	D: -1.4	E: 5	F: -2	G: 1.2	H: -5	I: 2

O=C(NC1(C(=O)NC2CCCC2)CCCCC1)c1ccc2c(c1)OCO2
  A: -0.6	B: 0.4	C: -2.8	D: -2.4	E: 4	F: 17	G: 2.5	H: 4	I: 3

OCC[C@@H]1C[C@H](O)[C@@H](O)[C@]2(CCCc3ccccc3O2)O1
  A: 0.3	B: -1.2	C: -2.4	D: -2.0	E: 0	F: -1	G: -0.9	H: -3	I: 1

Reformatted: 2 of the compounds above
Structure: COc1cccc(C(CNC(=O)C(c2ccccc2)c2ccccc2)N(C)C)c1 (stereo unspecified)
  BoNT A protease = -2.0
  FadD28 FP inh = 0.1
  BioA inh = -0.9
  PfHsp40 rescue = 0.6
  Mtb FBA inh = -1
  BoNT F protease = 0
  Mtb UGM inh = -1.2
  GDH-TPI inh = -6
  Anthrax LF prot = 15
Structure: CNc1ncnc2c1ncn2[C@H]1CN(CCN2CCOCC2)C[C@@H](CO)O1
  BoNT A protease = -0.4
  FadD28 FP inh = 1.6
  BioA inh = -1.3
  PfHsp40 rescue = x
  Mtb FBA inh = -2
  BoNT F protease = -7
  Mtb UGM inh = x
  GDH-TPI inh = 4
  Anthrax LF prot = 4
